# Source: PubChem BioAssay
# SRC2 TRFRET art: TR-FRET signal artefacts, primary screen, artefact control for PPARgamma SRC-2 agonist project, biochemical; TR-FRET artefact counter-screen; active compounds read high; TR-FRET ratio at 8 µM; actives 0.4% (n = 200,000); AID 1049, 2008; in the data active = TR-FRET ratio above about 2000; also: inactives centre near 1500
# Diaph act CS: compounds boosting diaphorase resazurin reduction – biochemical, uHTS, resorufin fluorescence, counter-screen for diaphorase-coupled primary assays, primary screen. Diaphorase/resazurin coupled assay, 16 min; active compounds read high; 1 = vehicle wells, 0 = NADH-free wells. activation factor at 20 µM. actives 0.005% (n = 190,000);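 active = diaphorase activity raised at least twofold by the compound at 20 µM; inactive = activation factor below 2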
#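 Material: Clostridium kluyveri diaphorase, purified enzyme; Quantity: enzyme 0.07 U/mL final; Medium: HEPES pH 7.4 buffer with MgCl2 and Tween 20; Dosing: single compound dose of 20 µM, 1% DMSO final; Schedule: 16 min reaction at room temperature; Measured by: red resorufin fluorescence at 544/590 nm excitation/emission.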
# PPARg SRC-2 ag: agonists of PPARg-SRC-2 recruitment, primary screen, biochemical, HTS. Peroxisome proliferator-activated receptor gamma (Homo sapiens), P37231. PPARgamma LBD-SRC-2 recruitment. activation, % at 8 µM. actives 0.34% (n = 200,000). AID 1032, 2008; in the data active = activation above about 22%;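 also: 0% = vehicle and 100% = reference agonist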
# ROMK mod: ROMK potassium channel modulators, primary screen, cell-based, thallium flux, MLSMR library | actives 2% (n = 130,000) | AID 1918, 2009 | B-score at 10 µM | ATP-sensitive inward rectifier potassium channel 1 (Homo sapiens), P48048 | Tet-inducible ROMK, thallium flux fluorescence; actives lie on both sides;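 active = signal ratio slope over the read window, or its plate-corrected B-score, at least 3 SD from the plate mean, either direction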;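 also: B-score of the F/F0 ratio slope over 7 to 12 s after thallium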
# PPARg SRC3 recr: PPARgamma agonists recruiting SRC-3 coactivator, primary screen, biochemical | Peroxisome proliferator-activated receptor gamma (Homo sapiens), P37231 | biochemical PPARgamma/SRC-3 coactivator recruitment assay | activation, % at 8 µM | actives 0.26% (n = 200,000) | AID 731, 2007; in the data active = activation above about 23%;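 also: 0% = DMSO and 100% = reference agonist; some compounds past the cut are filed as inactive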
# PMI act satM6P: human PMI activators, high substrate, primary screen, biochemical, fluorescence intensity, near-saturating mannose 6-phosphate | Mannose-6-phosphate isomerase (Homo sapiens), P34949 | activation factor at 20 µM | coupled PMI enzyme assay, resazurin fluorescence, 20 min; active compounds read high; 1 = untreated enzyme, 0 = substrate-free blank | actives 0.34% (n = 190,000);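 active = activation factor of 2 or more at 20 µM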
# Target sequence (P34949 whole entry, looked up): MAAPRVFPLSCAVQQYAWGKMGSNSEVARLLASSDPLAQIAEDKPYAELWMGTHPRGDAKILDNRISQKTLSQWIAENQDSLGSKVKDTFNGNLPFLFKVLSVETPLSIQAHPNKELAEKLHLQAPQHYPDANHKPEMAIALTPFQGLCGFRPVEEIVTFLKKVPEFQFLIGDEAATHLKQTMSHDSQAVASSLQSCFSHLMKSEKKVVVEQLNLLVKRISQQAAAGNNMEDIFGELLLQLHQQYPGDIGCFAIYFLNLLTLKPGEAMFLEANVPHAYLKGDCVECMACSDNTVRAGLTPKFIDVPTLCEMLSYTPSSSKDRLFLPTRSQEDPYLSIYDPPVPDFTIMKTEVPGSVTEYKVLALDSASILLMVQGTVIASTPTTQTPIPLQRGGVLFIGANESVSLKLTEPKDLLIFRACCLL
#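 Material: human phosphomannose isomerase with PGI, G6PDH, diaphorase coupling enzymes; amount: PMI at 15 ng/mL final; also added: Mannose-6-phosphate 1.0 mM (near-saturating) plus 0.22 mM NADP+; incubation: enzyme reaction with compound 20 min at room temperature; signal: resorufin fluorescence (Ex 544/Em 590 nm) from resazurin via diaphorase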
# S1P3 antagonist: S1P3 receptor antagonists, primary screen, cell-based; actives 0.27% (n = 170,000); Sphingosine 1-phosphate receptor 3 (Homo sapiens), Q99500; inhibition, % at 4.98 µM; CHO S1P3 NFAT-BLA reporter, FRET fluorescence, antagonist mode;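 active = inhibition above the plate cutoff, the mean inhibition of test wells on that plate plus 3 SD, cut at about 28% in these data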;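 also: cells challenged with S1P at its EC80 of 0.8 µM; blue over green emission ratio from cleaved BLA substrate after 4 h stimulation; 0% = S1P-stimulated wells and 100% = unstimulated DMSO-only wells; some compounds past the cut are filed as inactive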
# Target sequence (Q99500 whole entry, looked up): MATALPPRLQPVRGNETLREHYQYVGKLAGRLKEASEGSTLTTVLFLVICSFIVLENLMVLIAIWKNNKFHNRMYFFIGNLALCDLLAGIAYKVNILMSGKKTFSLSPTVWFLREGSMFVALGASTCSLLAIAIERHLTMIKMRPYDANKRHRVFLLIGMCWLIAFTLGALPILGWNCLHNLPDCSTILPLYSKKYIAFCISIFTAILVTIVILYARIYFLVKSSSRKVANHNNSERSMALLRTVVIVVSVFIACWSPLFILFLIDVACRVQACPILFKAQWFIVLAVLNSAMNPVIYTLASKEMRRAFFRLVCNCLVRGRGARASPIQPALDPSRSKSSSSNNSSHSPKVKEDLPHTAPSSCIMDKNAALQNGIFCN
# G6PDH counter: L. mesenteroides G6PDH inhibitors, counter-screen for G6PDH-coupled screening assays, biochemical, Leuconostoc mesenteroides enzyme; AID 1020, 2008; actives 0.12% (n = 200,000); glucose-6-phosphate dehydrogenase [Leuconostoc mesenteroides]; inhibition, % at 5 µM; Purified L. mesenteroides G6PDH, diaphorase/resazurin coupled fluorescence, 45 min; in the data active = inhibition above about 50%
# PMI act: activators of human PMI, primary screen, biochemical, fluorescence intensity, near-Km mannose 6-phosphate. activation factor at 20 µM. Mannose-6-phosphate isomerase (Homo sapiens), P34949. purified human PMI, coupled resazurin fluorescence, 20 min; active compounds read high; 1 = vehicle control, 0 substrate-free wells. AID 1214, 2008. actives 0.005% (n = 190,000);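 active = activation factor of 2 or more at 20 µM, relative to plate controls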
# Diaphorase inh: diaphorase inhibitors and chemical oxidizers, primary screen, counter-screen for diaphorase-coupled primary assays, biochemical, uHTS, resorufin fluorescence; diaphorase resazurin-to-resorufin fluorescence, NADH, 16 min; bacterial (C. kluyveri) enzyme, not human; inhibition, % at 20 µM; actives 0.69% (n = 190,000); AID 1217, 2008;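 active = primary screen inhibition at 20 µM above a set limit, cut at about 50% in these data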;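 also: plate controls were DMSO with full reaction for no effect and wells lacking NADH for full effect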
#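 controls = No-NADH positive control and DMSO neutral control | system = Clostridium kluyveri diaphorase enzyme | timing = reaction incubation of 16 min at room temperature | signal = resorufin fluorescence 544/590 nm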
# PPARg SRC-1 ag: PPARgamma agonists recruiting SRC-1 coactivator, primary screen, biochemical; PPARgamma-SRC-1 coactivator recruitment biochemical assay; activation, % at 8 µM; actives 0.41% (n = 200,000); Peroxisome proliferator-activated receptor gamma (Homo sapiens), P37231; AID 631, 2007; in the data active = activation above about 19%;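 also: 0% = DMSO and 100% = reference agonist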
# * marks the source's active call; other numbers are inactive results; . = no result given. Not a hit list. Share with any hit: about 3.3%.
SMILES,SRC2 TRFRET art,Diaph act CS,PPARg SRC-2 ag,ROMK mod,PPARg SRC3 recr,PMI act satM6P,S1P3 antagonist,G6PDH counter,PMI act,Diaphorase inh,PPARg SRC-1 ag
Cn1nccc1C(=O)N1CCN(c2ccc(F)cc2)CC1,1603,1,2.0,.,-4.0,1,.,6.7,1,-2.4,3.0
COc1ccc(/C=C/C(=O)C2CC2)cc1COc1c(C)cccc1C,1366,0.9,-4.7,.,4.1,0.9,-11.9,4.7,0.9,8.0,-1.0
Cc1ccc(S(=O)(=O)N2CC(O)C[C@H]2C(=O)OCC(=O)c2ccccc2)cc1 (stereo not given in full),1425,0.9,5.0,0.29,8.1,1,-5.3,2.1,1,11.4,0.7
Cc1ccc(NC(=O)CCNS(=O)(=O)c2ccccc2)c(C(=O)c2ccccc2)c1,1679,0.9,6.7,.,1.0,1,21.8,-13.3,0.9,9.5,-3.0
CN(C(=O)c1cccc(N2C(=O)C3CC=CCC3C2=O)c1)C1CCCCC1 (stereo not given),1614,.,10.9,.,-5.1,.,-0.8,.,.,.,0.2
O=C(OCc1nnc(-c2ccc(Cl)cc2)o1)C12CC3CC(CC(O)(C3)C1)C2,1655,1.1,3.1,0.067,-0.4,1,-17.3,1.8,1,-10.4,0.6
CCN(Cc1ccc(OC)c(F)c1)C(=O)CCl,1297,1,-0.5,-1.93,-1.8,1.1,-1.1,4.3,1.2,2.6,-2.6
CN1CCc2nc(NC(=O)c3cccc(OC(F)F)c3)sc2C1,1512,0.9,-0.8,-0.205,2.0,1,.,1.1,1.1,9.9,3.6
CCOC(=O)c1cnc(-n2nc(C)cc2C)nc1NCc1ccccc1,1626,1.3,12.7,-0.738,-7.0,0.9,13.6,-19.7,1,-25.1,1.9
O=C(Nc1ccc(Cl)cn1)c1cc2ccccc2o1,1510,0.9,4.7,.,-0.4,1,-9.9,-16.0,1,5.6,-5.0
COc1cccc(-c2nc(CS(=O)CC(=O)NCc3ccccc3)c(C)o2)c1 (stereo not given),1488,0.9,1.3,.,-1.7,1,13.1,3.9,1,9.9,2.0
COc1cc(/C=C/CN2CCN(Cc3ccc(C)o3)C(CCO)C2)ccc1O (stereo not given),1578,0.7,0.0,-0.204,1.6,0.8,-6.9,18.8,0.9,25.1,9.1
O=C(O)C1CCCN1S(=O)(=O)c1cc(Cl)ccc1Cl (stereo not given),1487,1.1,6.6,-0.0849,-2.5,1.1,-9.0,3.8,1.1,-6.1,-5.5
COc1cc(/C=N/NC(=O)c2ccc(CSc3nncn3C)cc2)cc(OC)c1O,1740,1,-0.9,0.0236,5.0,0.8,-10.3,0.7,0.9,2.1,12.4
CC(C)OC(=O)/C(=C\C=C\c1ccccc1)NC(=O)c1ccccc1,1766,1,2.0,.,-1.6,1,.,5.8,0.9,0.1,5.3
c1ccc(NC2=Nc3ccccc3CC2)cc1,1472,0.9,4.0,0.568,-15.5,1,.,5.0,0.9,10.7,-0.7
CN(C(=O)CCc1nc2ccccc2s1)c1ccccc1,1634,0.8,3.6,.,-1.8,0.9,.,-8.8,0.9,17.2,11.6
CCOC(=O)N1CCN(CC(=O)N2CCC(C(N)=O)CC2)CC1,1538,0.7,4.8,0.0794,-0.5,1.1,-11.6,4.6,1,27.5,5.8
CC1(N2CCOCC2)CC2(O)C(=[N+]1[O-])CCc1nonc12 (stereo not given),1605,0.8,2.9,-0.00678,15.7,0.6,-24.0,16.6,0.8,15.3,5.3
Cc1ccc(-n2nnnc2SCC(=O)NNC(=O)c2ccco2)c(C)c1,1526,0.9,7.4,.,-3.1,1,.,7.2,0.9,12.9,-1.1
COC(=O)CSc1nnc(-c2ccccc2OC)o1,1572,0.8,13.5,9.67e-05,5.0,0.8,-1.7,-1.2,0.8,15.8,5.3
Cc1ccc(C)c(-n2nnnc2Sc2nnnn2-c2ccccc2)c1,1536,.,0.3,-4.59*,4.1,.,-12.1,.,.,.,9.0
CCOc1cc(NC(=O)C2CCCCC2)c(OCC)cc1NC(=O)c1ccccn1,1538,1,8.2,-0.165,8.7,1,2.6,25.7,1,-1.3,2.9
CC(C)Cc1ccc(C(C)C(=O)OCC(=O)c2c[nH]c3ccccc23)cc1 (stereo not given),1449,0.7,8.6,0.256,-5.2,0.8,.,10.0,0.8,29.3,2.3
Cc1ccc(NC(=O)c2ccccc2-c2ccccc2C(=O)O)cc1C,1615,0.9,8.8,0.0599,4.1,1.1,-1.7,3.7,1,9.0,-4.2
Cc1cc(S(=O)(=O)N2CCN(c3c(C)cccc3C)CC2)ccc1F,1335,0.9,0.9,.,-23.1,0.9,5.3,-1.7,0.8,12.8,-7.4
CCOC(=O)c1sc(-c2ccccc2)cc1NC(=O)Nc1ccc([N+](=O)[O-])cc1,1421,1,-10.6,0.162,5.6,1.1,12.7,6.4,1,-4.4,-0.4
Cn1c(=O)c2c([nH]c(=O)n2C)n(C)c1=O,1702,1.2,8.0,-0.12,0.4,1.2,-10.8,11.1,1.2,-20.1,3.0
CCOC(=O)N1CCN(C(=O)CSCc2ccccc2)CC1,1482,1,-14.3,.,-2.0,1.1,8.6,-2.1,1,3.4,0.1
CCOC(=O)c1cnn(CCOC(=O)c2ccccc2)c1NC(=O)c1ccccc1,1478,0.9,2.2,-0.058,-1.0,1,6.3,-8.7,0.9,5.1,0.5
O=C(NCCN1CCOCC1)c1ccc(=O)n(Cc2ccc(Cl)cc2)c1,1583,1,-1.4,-0.55,0.8,1,2.5,2.1,1,-2.2,2.3
O=C(CSc1ncn(-c2ccccc2)n1)Nc1nc(-c2ccccc2)cs1,1471,1,2.1,.,5.5,0.9,.,1.3,1.1,-0.5,4.0
Cc1ccc(NC(=O)CSc2n[nH]c(C)c2[N+](=O)[O-])cc1,1657,0.9,-0.7,0.185,3.9,1.1,3.3,-8.4,1,5.5,3.9
COc1cc(C(=O)NCC2CCCO2)ccc1OCc1c(C)noc1C (stereo not given),1733,0.9,2.7,0.913,-1.9,0.9,.,-0.5,1,12.4,-2.2
CCCCOc1ccc(CSC2=NCCN2)cc1[N+](=O)[O-],1476,0.9,3.1,-2.37,-0.1,1,-1.7,4.6,1,9.9,-3.8
CC(CNC(=O)CC(C)(C)C)NC(=O)CC(C)(C)C (stereo not given),1529,0.9,-0.8,.,4.8,0.9,.,14.2,0.8,10.7,-1.2

# An excerpt from above in order of their number in PMI act satM6P, largest number first:
SMILES | PMI act satM6P
Cc1ccc(NC(=O)c2ccccc2-c2ccccc2C(=O)O)cc1C | 1.1
O=C(NCCN1CCOCC1)c1ccc(=O)n(Cc2ccc(Cl)cc2)c1 | 1
CC(CNC(=O)CC(C)(C)C)NC(=O)CC(C)(C)C (stereo not given) | 0.9

# Further results follow.
SMILES,SRC2 TRFRET art,Diaph act CS,PPARg SRC-2 ag,ROMK mod,PPARg SRC3 recr,PMI act satM6P,S1P3 antagonist,G6PDH counter,PMI act,Diaphorase inh,PPARg SRC-1 ag
Cn1c(=O)oc2cc(S(=O)(=O)NCC3CCCO3)ccc21 (stereo not given),1489,.,6.1,-0.25,3.3,.,9.1,.,.,.,-0.1
Cc1ccc(C)c(S(=O)(=O)N(C(=O)c2ccncc2)c2ccc(OC(=O)c3ccncc3)cc2)c1,1338,0.8,-7.0,0.00275,1.0,0.9,-1.5,4.8,0.9,18.9,-10.7
CCOc1ccccc1C1C(C(=O)OC)=CN(C)C=C1C(=O)OC,1434,0.9,8.0,-3.43*,-6.1,0.9,-25.4,1.4,1,9.4,0.2
O=C(CSc1nnc(Cc2ccccc2)n1Cc1ccco1)NC12CC3CC(CC(C3)C1)C2,1466,0.8,-3.0,.,-1.9,0.8,17.9,2.4,0.8,23.6,-3.5
CCOc1ccc(-c2nnn(CC(=O)c3ccc4c(c3)OCCO4)n2)cc1OCC,1712,0.9,7.3,.,9.4,0.9,7.1,1.5,0.9,13.3,1.9
Cc1cc(=O)oc(C)c1C(=O)NCc1c(F)cc(F)cc1F,1826,1,1.5,.,11.2,1,.,-0.8,0.9,-2.3,3.3
COC(=O)c1ccc(NC(=O)COC(=O)C2CC(=O)N(Cc3ccccc3)C2)cc1 (stereo not given),1332,1,-4.3,0.0649,-4.8,0.9,-7.8,5.0,1.1,-1.2,-7.8
O=C(N/C(=C\c1cccnc1)C(=O)N1CCOCC1)c1cccc(Br)c1,1384,1.1,-1.1,0.403,-2.7,1,.,1.5,1,-9.1,4.0
Cc1nn(C/C(C#N)=N\O)c(C)[n+]1N,1718,0.9,-2.7,.,19.2,1,-17.3,-4.7,0.9,9.5,1.3
COc1ccc(C(NC(=O)C(C)C)c2c(O)ccc3ccccc23)cc1OC (stereo not given),1799,0.8,6.7,-0.917,-0.3,0.7,-15.0,-11.6,0.8,19.5,-2.3
Cc1c(NC(=O)CSc2ccccc2Cl)c(=O)n(-c2ccccc2)n1C,1697,0.9,-4.8,0.062,-4.8,0.8,-8.1,7.4,1,12.8,-5.2
CCOC(=O)c1ccc(NC2c3ccccc3C(=O)N2c2ccc(C)cn2)cc1 (stereo not given),1619,0.7,2.5,.,0.2,0.9,.,2.2,0.9,28.7,1.3
CCOc1ccc(NC(=S)N2CCc3cc(OC)c(OC)cc3C2COc2ccc3c(C)cc(=O)oc3c2)cc1 (stereo not given),1656,1,4.7,.,-4.6,0.9,6.2,0.7,1,1.9,5.5
CCOc1ccc(OCC)c(-c2c(=O)n(OCc3ccc(Cl)cc3)c3ccccc3[n+]2[O-])c1,1576,1,-1.5,.,-5.8,1,.,3.7,1,-1.8,-2.3
CCc1ccc(OCc2nnc(SCC(=O)Nc3cccc(C(=O)N4CCOCC4)c3)o2)cc1,1612,1,-0.1,-0.0729,0.1,1,4.5,-1.6,1.1,0.7,0.2
